Source: PubChem BioAssay (The Scripps Research Institute Molecular Screening Center)
FBW7 act = activators of human E3 ligase FBW7; AlphaScreen FBW7–phospho-cyclin E peptide binding, activator screen; normalized activity (activation), % at 26.1 µM; actives 0.13% (n = 650,000); in the data active = normalized activity above about 1.9%;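 note: purified mutant Fbw7 with reduced substrate affinity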
Target sequence (Q969H0 whole entry, looked up): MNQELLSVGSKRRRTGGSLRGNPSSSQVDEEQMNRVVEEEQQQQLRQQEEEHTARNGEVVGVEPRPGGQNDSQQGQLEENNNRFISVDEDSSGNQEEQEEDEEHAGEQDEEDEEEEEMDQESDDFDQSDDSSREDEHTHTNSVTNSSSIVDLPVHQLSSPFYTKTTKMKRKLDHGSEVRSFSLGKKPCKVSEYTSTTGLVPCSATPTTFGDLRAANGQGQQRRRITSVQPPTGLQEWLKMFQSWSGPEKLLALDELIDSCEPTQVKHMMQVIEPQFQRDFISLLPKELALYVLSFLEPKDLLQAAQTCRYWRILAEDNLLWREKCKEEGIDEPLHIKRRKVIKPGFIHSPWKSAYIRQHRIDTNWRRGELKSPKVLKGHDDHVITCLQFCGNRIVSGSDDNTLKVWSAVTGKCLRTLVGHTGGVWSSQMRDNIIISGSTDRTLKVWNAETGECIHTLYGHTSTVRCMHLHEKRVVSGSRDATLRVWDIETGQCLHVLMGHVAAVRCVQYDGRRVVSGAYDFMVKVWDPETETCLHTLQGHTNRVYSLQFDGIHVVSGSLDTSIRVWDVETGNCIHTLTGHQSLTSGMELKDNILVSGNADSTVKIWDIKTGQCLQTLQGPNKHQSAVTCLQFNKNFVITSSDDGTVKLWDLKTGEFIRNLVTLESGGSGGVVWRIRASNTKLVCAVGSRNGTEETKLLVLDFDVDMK
MITF inh = blocks human microphthalmia-associated transcription factor. O75030. AlphaScreen MITF homodimerization, bead proximity signal. inhibition, % at 2.6 µM. actives 0.91% (n = 650,000). AID 1259374; in the data active = inhibition above about 50%;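 note: 0% = vehicle wells with protein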
GPR151 activ = activators of human GPR151; Q8TDV0; PathHunter beta-arrestin GPR151 cells, luminescence; activation, % at 11.2 µM; actives 1% (n = 650,000); AID 1508602; in the data active = activation above about 4.9%;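 note: 0% = median of compound wells and 100% = cells with positive control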
TEAD-YAP block = TEAD-YAP interaction inhibition. AID 1259422. actives 1.4% (n = 640,000). HEK-TIYL cells, TEAD-Gal4/YAP UAS-luciferase luminescence. inhibition, % at 9.12 µM; in the data active = inhibition above about 32%;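 note: 0% = median of test compound wells and 100% = reference inhibitor wells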
An asterisk follows results filed as active. Rows were taken by chance. Share with any hit: about 3.5%.

SMILES	FBW7 act	MITF inh	GPR151 activ	TEAD-YAP block
COc1cc(/C=C(/C#N)C(=O)Nc2cccc(Br)c2)c([N+](=O)[O-])cc1OC	-0.2	2	1.2	6
CC(C)n1cnc2c(NCc3cccc(C(F)(F)F)c3)nc(Nc3ccncn3)nc21	0.2	13	0.1	-39
O=C(NCc1cccnc1)C1CC12CCN(Cc1ccsc1)CC2 (centres undefined)	0.1	4	1.1	-3
O=C(CCC1(Cc2ccc(Cl)cc2)CCC(=O)N1)NCC1(N2CCOCC2)CCCC1 (centres undefined)	0.1	-3	-1.1	9
COCCNc1nnc(-c2ccncc2)s1	-0.2	3	-1.3	7
Cn1c(C(=O)N2CCCC(C(=O)N3CCN(c4ccccc4)CC3)C2)cc2sccc21 (centres undefined)	-0.2	3	-0.6	-2
Cc1ccccc1C(=O)c1cn[nH]c1-c1ccccc1O	0.1	3	0.6	-4
COc1ccc(Nc2nc(-c3cc4cc(OC)ccc4oc3=O)cs2)cc1	0.0	1	0.4	8
COc1ccc(/C(C)=N/OC(=O)c2ccc(OC(C)C)cc2)cc1OC	0.1	11	2.3	-3
COc1cccc(C(c2sc3ncnn3c2O)N2CCCCC2)c1 (centres undefined)	0.1	4	1.5	3
C=CCc1c(C)nc(C)nc1NCCO	1.1	16	-0.5	6
c1ccc(Nc2nc(N3CCOCC3)nc3c2ncn3-c2ccccc2)cc1	-0.2	13	0.8	1
CC(=O)c1ccc(NCC(=O)N2CCc3ccccc32)cc1	0.8	3	-2.3	-37
Cc1cc(NC(=O)CN2C(=O)c3ccc([N+](=O)[O-])cc3C2=O)ccc1Br	-0.1	-8	1.0	4
CCOC(=O)c1sc(=NC(=O)c2cccc(OC)c2)n(C)c1C	0.0	-3	1.1	-63
COc1ccc(C(=O)Nc2cccc(NC(=O)c3ccc(C(C)(C)C)cc3)c2)cc1Br	-0.2	5	0.8	-24
Cc1ncc2c(c1CNC(=O)CCOc1ccccc1)CCN(Cc1ccccc1O)C2	0.2	10	0.2	-3
CC1CCN(S(=O)(=O)c2ccc3c(c2)OCC(=O)N3)CC1	0.0	8	-0.5	5
Cc1cccn2cc(CCNS(=O)(=O)c3ccccc3)nc12	-0.3	-12	-0.7	-2
CC(C)NC(=O)COC(=O)c1cnc(Cl)c(Cl)c1	0.1	7	1.8	1
COCCCNC(=O)CN1N=C(C(C)(C)C)Cn2c(cc3ccccc32)C1=O	-0.1	-13	0.4	2
CCC1(C2CCN(CC=C(C)C)CC2)NC(=O)N(Cc2ccc3c(c2)OCO3)C1=O (centres undefined)	-0.1	-7	2.3	15
CCCCOC(=O)Nc1ccc(OC)cc1[N+](=O)[O-]	-0.2	-16	-0.7	-19
CC1CCN(C(=O)Cn2nc3oc4ccccc4n3c2=O)CC1	0.1	-8	2.5	-11
O=C(O)CNc1c2ccccc2nc2ccccc12	0.2	16	1.5	-5
CSc1nnc2c(n1)OC(c1ccc(-c3ccc(F)cc3)o1)Nc1ccccc1-2 (centres undefined)	-0.1	-5	1.1	4
COc1ccc(-c2nc(C(=O)Nc3ccccc3)cs2)cn1	0.2	0	0.8	0
CCC(Cc1ccccc1)NC(=O)CN1C(=O)CCSc2ccccc21 (centres undefined)	0.0	10	1.5	-1
Cc1ccc(OCC(=O)N/N=C\c2cc(Cl)ccc2O)cc1	0.0	-10	-0.1	8
CCOc1cccc(C2Nc3ccc(Br)cc3-c3nnc(SCC)nc3O2)c1OC (centres undefined)	0.0	7	-1.7	0
COc1cccc(C(=O)Nc2cccnc2)c1	-0.3	8	-3.5	-15
CC(Oc1ccccc1)C(=O)NCCS(=O)(=O)N1CCN(c2ccccc2)CC1 (centres undefined)	0.0	5	2.2	7
COc1ccc(-c2c(C)nn3c(NCc4ccncc4)cc(C)nc23)cc1	4.0*	21	0.1	-7
Clc1ccc(-c2nnc(SCCCCOc3ccccc3)o2)c(Cl)c1	0.0	8	-0.4	-18
COc1ccc(S(=O)(=O)N(CC(=O)Nc2cc(Cl)ccc2C)Cc2ccccc2)cc1OC	0.7	5	-0.4	-2
O=C(N[C@H]1C[C@H]2C(=O)N[C@H](Cc3ccccc3)C(=O)N2C1)c1cnn(-c2ccccc2)c1C(F)(F)F	0.0	15	0.4	2
O=C1CC(c2cccs2)CC2=C1C(c1ccccc1Cl)Nc1ccccc1N2 (centres undefined)	-0.1	-4	0.5	2
CCCOc1ccc(C2C(C#N)=C(N)Oc3cc(C)oc(=O)c32)cc1OC (centres undefined)	0.4	5	-1.1	-4
O=C(O)CSCc1ccc([N+](=O)[O-])cc1	0.9	1	-0.7	-1
CCOC(=O)c1c(-n2cnnn2)sc(C)c1C	0.0	-2	0.7	-10
O=C(C(Cc1ccccc1)N1C(=O)C2C3c4ccccc4C(c4ccccc43)C2C1=O)N1CCOCC1 (centres undefined)	-0.2	-9	6.8*	8
C=CCc1ccc(OCC(O)CN2CCN(CCO)CC2)c(OC)c1 (centres undefined)	0.1	-2	0.7	-9
COc1cccc(-c2csc(N3CCN(C(=S)NCC(C)C)CC3)n2)c1	-0.3	2	-0.2	-10
Cc1ccc(C(=O)Nc2ccccc2-c2nnn(CC(=O)Nc3ccccc3)n2)cc1	0.1	15	-0.1	2
COc1ccc(CCNc2cc(Nc3ccncc3)ncn2)cc1	0.1	4	-0.6	9
COc1cc(CNc2ccc3ncc(-c4ccoc4)n3n2)cc(OC)c1OC	0.2	-10	-0.2	9
CCCCC1=NN2C(=N)/C(=C/c3ccc(OCCOc4ccc(C)cc4C)c(OC)c3)C(=O)N=C2S1	-0.1	-7	-0.6	0
CCc1nnc2c3c(-c4ccc(C)cc4)csc3ncn12	0.3	7	0.5	-10
CC1CCN(C(=O)CN2Cc3ccccc3C2=O)CC1	-0.2	-1	-0.7	-9
CCC1CN(CCNC(=O)Cc2cccc(F)c2)Cc2cc(OC)ccc2O1 (centres undefined)	-0.1	2	0.4	15
CC(C)N(CCNc1nc(Nc2cccnc2)nc2c1ncn2C1CCCCC1)C(C)C	0.2	10	-1.0	12
O=C(CNS(=O)(=O)c1ccc(Br)cc1)N1CCOCC1	-0.1	-2	1.2	1
NC(=O)C1CCN(C(=O)CCNC(=O)Cn2cnc3sc4c(c3c2=O)CCCC4)CC1	0.2	-18	3.7	2
C=CCn1c(O)c(CN2CCOCC2)c(C)c(C#N)c1=O	0.0	8	1.5	-6
O=C(c1cccc([N+](=O)[O-])c1)c1ccc2c(c1)C(=O)N(NC(=O)c1ccco1)C2=O	0.0	1	-1.1	-65
O=C(CN1Cc2ccccc2OC(c2ccccc2F)C1)N1CCN(c2ccccn2)CC1 (centres undefined)	0.0	6	0.2	10
Nc1nc(-c2ccccc2)c(N=Nc2cccnc2)s1	-0.5	6	-1.6	12
Cc1ccc(NC(=O)Cc2cn(C)c3ccccc23)cc1F	-0.5	-7	0.7	-8
C/C(CC(=O)Nc1cccc2c1CCCC2)=N\NC(=O)C(=O)NC1CCCCC1	0.1	1	0.9	-4
O=C(CSc1nnc2n(Cc3ccccc3F)c3ccccc3n12)N1CCOCC1	-0.2	20	0.1	8

As a short view, some entries already given:
SMILES	FBW7 act	MITF inh	GPR151 activ	TEAD-YAP block
COc1cc(/C=C(/C#N)C(=O)Nc2cccc(Br)c2)c([N+](=O)[O-])cc1OC	-0.2	2	1.2	6
CC(C)n1cnc2c(NCc3cccc(C(F)(F)F)c3)nc(Nc3ccncn3)nc21	0.2	13	0.1	-39

25 of these compounds, set out differently.
SMILES | FBW7 act | MITF inh | GPR151 activ | TEAD-YAP block
O=C(N[C@H]1C[C@H]2C(=O)N[C@H](Cc3ccccc3)C(=O)N2C1)c1cnn(-c2ccccc2)c1C(F)(F)F | 0.0 | 15 | 0.4 | 2
O=C1CC(c2cccs2)CC2=C1C(c1ccccc1Cl)Nc1ccccc1N2 (centres undefined) | -0.1 | -4 | 0.5 | 2
CCCOc1ccc(C2C(C#N)=C(N)Oc3cc(C)oc(=O)c32)cc1OC (centres undefined) | 0.4 | 5 | -1.1 | -4
O=C(O)CSCc1ccc([N+](=O)[O-])cc1 | 0.9 | 1 | -0.7 | -1
CCOC(=O)c1c(-n2cnnn2)sc(C)c1C | 0.0 | -2 | 0.7 | -10
O=C(C(Cc1ccccc1)N1C(=O)C2C3c4ccccc4C(c4ccccc43)C2C1=O)N1CCOCC1 (centres undefined) | -0.2 | -9 | 6.8* | 8
C=CCc1ccc(OCC(O)CN2CCN(CCO)CC2)c(OC)c1 (centres undefined) | 0.1 | -2 | 0.7 | -9
COc1cccc(-c2csc(N3CCN(C(=S)NCC(C)C)CC3)n2)c1 | -0.3 | 2 | -0.2 | -10
Cc1ccc(C(=O)Nc2ccccc2-c2nnn(CC(=O)Nc3ccccc3)n2)cc1 | 0.1 | 15 | -0.1 | 2
COc1ccc(CCNc2cc(Nc3ccncc3)ncn2)cc1 | 0.1 | 4 | -0.6 | 9
COc1cc(CNc2ccc3ncc(-c4ccoc4)n3n2)cc(OC)c1OC | 0.2 | -10 | -0.2 | 9
CCCCC1=NN2C(=N)/C(=C/c3ccc(OCCOc4ccc(C)cc4C)c(OC)c3)C(=O)N=C2S1 | -0.1 | -7 | -0.6 | 0
CCc1nnc2c3c(-c4ccc(C)cc4)csc3ncn12 | 0.3 | 7 | 0.5 | -10
CC1CCN(C(=O)CN2Cc3ccccc3C2=O)CC1 | -0.2 | -1 | -0.7 | -9
CCC1CN(CCNC(=O)Cc2cccc(F)c2)Cc2cc(OC)ccc2O1 (centres undefined) | -0.1 | 2 | 0.4 | 15
CC(C)N(CCNc1nc(Nc2cccnc2)nc2c1ncn2C1CCCCC1)C(C)C | 0.2 | 10 | -1.0 | 12
O=C(CNS(=O)(=O)c1ccc(Br)cc1)N1CCOCC1 | -0.1 | -2 | 1.2 | 1
NC(=O)C1CCN(C(=O)CCNC(=O)Cn2cnc3sc4c(c3c2=O)CCCC4)CC1 | 0.2 | -18 | 3.7 | 2
C=CCn1c(O)c(CN2CCOCC2)c(C)c(C#N)c1=O | 0.0 | 8 | 1.5 | -6
O=C(c1cccc([N+](=O)[O-])c1)c1ccc2c(c1)C(=O)N(NC(=O)c1ccco1)C2=O | 0.0 | 1 | -1.1 | -65
O=C(CN1Cc2ccccc2OC(c2ccccc2F)C1)N1CCN(c2ccccn2)CC1 (centres undefined) | 0.0 | 6 | 0.2 | 10
Nc1nc(-c2ccccc2)c(N=Nc2cccnc2)s1 | -0.5 | 6 | -1.6 | 12
Cc1ccc(NC(=O)Cc2cn(C)c3ccccc23)cc1F | -0.5 | -7 | 0.7 | -8
C/C(CC(=O)Nc1cccc2c1CCCC2)=N\NC(=O)C(=O)NC1CCCCC1 | 0.1 | 1 | 0.9 | -4
O=C(CSc1nnc2n(Cc3ccccc3F)c3ccccc3n12)N1CCOCC1 | -0.2 | 20 | 0.1 | 8

Carrying on:
SMILES	FBW7 act	MITF inh	GPR151 activ	TEAD-YAP block
NC(=O)CSc1nc2c(sc3ccccc32)c(=O)n1CCCC(=O)NC1CCCC1	-0.1	-20	0.2	-2
Cn1c(=O)c2c(nc(NCc3ccccc3)n2CC(=O)O)n(C)c1=O	-0.1	1	-2.1	1
CN1C(=O)/C(=C/c2cccc(OS(C)(=O)=O)c2)SC1=S	0.0	1	-1.9	-1
COc1ccccc1-c1cc(C(=O)Nc2ccc(F)cc2F)no1	0.0	4	-0.9	-3
C=CCOc1ccc2c(C)cc(=O)oc2c1	0.2	1	-0.7	-6
CCCCN(Cc1ccccc1)c1ncnc2nc[nH]c12	-0.1	3	-0.5	-35
COc1cccc(-c2cn[nH]c2C2CCCN(C(=O)c3cc(C4CC4)[nH]n3)C2)c1 (centres undefined)	-0.2	13	-1.3	9
CCOC(=O)c1sc(N)c(C(=O)OCC)c1CBr	1.1	13	-2.9	-35
COc1cc(C(=O)Nc2cc(C(=O)Nc3cccc(C(F)(F)F)c3)ccc2N2CC3CC(C2)c2cccc(=O)n2C3)cc(OC)c1OC (centres undefined)	0.1	-4	0.7	6
Nc1nc2c3ccccc3nc(-c3cccc([N+](=O)[O-])c3)n2n1	-0.1	4	1.2	15
COc1ccc(CCNC(=S)Nc2ccc3c(c2)OCO3)cc1OC	0.0	-14	-0.7	0
Cc1cccc(NC(=O)CSc2nc(=O)n(Cc3ccccn3)c3c2CCC3)c1	-0.2	-3	0.1	4
COc1cc(CO)cc(I)c1OCc1ccc(C)cc1	-0.1	-6	0.6	-14
Cc1ccc(N2C(=O)CC3CS(=O)(=O)CC32)c(C)c1 (centres undefined)	0.2	-9	0.0	-8
N#C/C(=C\c1cccs1)c1nc2ccccc2[nH]1	0.1	4	0.0	-46
COc1ccc(S(=O)(=O)N2CCN(c3ccc([N+](=O)[O-])cc3)CC2)cc1	0.1	6	-0.6	0
COc1cccc(NC(=O)CN(c2ccccc2F)S(=O)(=O)c2ccccc2)c1	0.0	3	-0.2	4
COc1ccc2cc3cc(NC(C)=O)c(=O)oc3nc2c1	0.1	2	1.3	-4
CCN(CC)c1ccc(/C=C2\C(=O)N(c3ccc(C(=O)O)cc3)N=C2C)cc1	-0.1	-1	4.1	11
CCOc1ccc(C(C)NC(=O)c2ccccc2[N+](=O)[O-])cc1 (centres undefined)	0.1	-6	0.0	10
CS(=O)(=O)N(CC(=O)NCCSC1CCCCC1)c1ccc(Cl)cc1	-0.1	-13	-0.6	-4
